Screening results: PubChem BioAssay, several laboratories
PriA SSB inh – inhibitors of Klebsiella pneumoniae PriA binding to SSB C-terminal tail; AlphaScreen SSBct-PriA binding, biotinylated peptide; inhibition, % at 33 µM; actives 0.6% (n = 430,000); in the data active = inhibition mostly above about 37%, no sharp cut-off; inactive = mostly below about 20%;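 note: plate controls were negative control peptide for no effect and reference peptide for full effect; strong numbers were not always called active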
TcdB inh – blocks C. difficile toxin B glycohydrolase activity; AID 652162; inhibition, % at 9.99 µM; P18177; actives 0.24% (n = 350,000); TcdB glycohydrolase enzymatic assay, plate reader; in the data active = inhibition above about 10%
Y pestis TopoI – blocks Yersinia pestis topoisomerase I activity; Y. pestis Topo-I cleavage product accumulation, plate reader; activity, % at 10 µM; actives 0.064% (n = 360,000); AID 504884; in the data active = activity above about 50%, passing the limit was not always enough; note: inactives centre near 2
SARS 3CLpro inh – SARS-CoV 3CLpro protease inhibition | P0C6X7 | recombinant SARS-CoV 3CLpro, quenched FRET peptide cleavage | inhibition, % at 6 µM | actives 0.14% (n = 290,000) | AID 1706; in the data active = inhibition above about 12%
Rv3671c protease – Rv3671c (M. tuberculosis) protease inhibition | actives 0.048% (n = 320,000) | AID 2606 | inhibition, % at 5.96 µM | P9WHR9; in the data active = inhibition above about 38%;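 note: extracellular domain of Rv3671c used as enzyme; 0% = enzyme with DMSO and 100% = no enzyme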
BH1578 lux ind – induces V. cholerae light production without autoinducers; V. cholerae BH1578 lux reporter, luminescence, 6 h; activation, % at 18.7 µM; actives 0.16% (n = 350,000); AID 588436; in the data active = activation mostly above about 9.7%, no sharp cut-off; note: not every result past the cut was called active; inactives centre near 0; reference of the scale not given here
MazEF act – activators of E. coli MazEF toxin-antitoxin RNase; FAM/BHQ RNA-DNA oligo cleavage fluorescence, 5 h; activation, % at 20 µM; actives 0.32% (n = 350,000); AID 504720; in the data active = activation above about 50%
DUSP3 inh – DUSP3 (human) phosphatase inhibition; recombinant VHR phosphatase, pNPP absorbance; inhibition, % at 13.3 µM; actives 0.52% (n = 290,000); in the data active = inhibition above about 50%; note: some compounds called inactive have numbers as strong as hits
Anthrax LF inh2 – blocks Bacillus anthracis lethal factor protease | inhibition, % at 10 µM | P15917 | multiplex microsphere protease cleavage assay, LF | AID 588501 | actives 0.12% (n = 360,000); in the data active = inhibition above about 30%; note: plate controls were buffer without enzyme for full effect and enzyme alone for no effect
PfHsp40 yeast – compounds rescuing yeast from Plasmodium falciparum HSP40 toxicity; actives 0.68% (n = 340,000); AID 504582; S. cerevisiae expressing PfHsp40, growth rescue, ATP luminescence; growth rescue, % at 12.5 µM; in the data active = growth rescue above about 28%, passing the limit was not always enough;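 note: yeast W303a lacking pdr1 and pdr3 grown in galactose medium; growth measured after three days at 30 °C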
* marks the source's active call; other numbers are inactive results; i = inactive; nt = not tested or not shown; & = joins results of further samples.

SMILES	PriA SSB inh	TcdB inh	Y pestis TopoI	SARS 3CLpro inh	Rv3671c protease	BH1578 lux ind	MazEF act	DUSP3 inh	Anthrax LF inh2	PfHsp40 yeast
O=C(CN1CCCC1c1cccs1)Nc1cc(S(=O)(=O)N2CCCCC2)ccc1Cl (stereo not given)	0	1.3	27	nt	nt	0.3	-3	nt	-2	2.4
Cc1sc(NC(=O)CN(Cc2ccc(F)cc2)C(=O)C(C)(C)C)c(C(N)=O)c1C	-9	0.2	46	4	-3	4.2	1	21	0	-1.0
CCN1CCN(C(CNS(=O)(=O)c2ccc(OC)c(C)c2)c2cccnc2)CC1 (stereo not given)	8	1.3	-9	2	-6	1.7	-5	64	-5	-1.1
Cc1ccc(S(=O)(=O)NN2Cc3ccccc3C2=N)cc1	-1	-0.1	-1	0	4	i	-1	5	0	1.9
CCS(=O)(=O)c1nc(S(=O)(=O)c2ccc(C)cc2)c(N2CC(C)CC(C)C2)s1 (stereo not given)	-10	1.4	34	5	-2	-2.2	3	-19	0	6.6
O=C(Cn1c(=O)sc2ccccc21)Nc1ccccc1C(=O)O	-2	nt	-1	1	-2	6.2	2	-10	1	-0.7
CN(C)S(=O)(=O)c1ccc(N2CCCC2)c(C(=O)NCC(=O)Nc2ccc(F)c(F)c2)c1	1	-1.3	16	nt	-6	-0.3	1	nt	-48	0.6
O=C(Nc1ccc(S(=O)(=O)Nc2ccccc2F)cc1)N1CCCCC1	-2	1.3	0	-2	4	-0.1	-10	6	-2	-0.6
CN(C)C(CNC(=O)CCC(=O)c1ccc(Br)cc1)c1ccccc1 (stereo not given)	-9	-1.2	9	2	1	i	1	-10	-10	0.2
Cc1ccnc(Sc2nc3c(c(=O)[nH]c(=O)n3C)n2CCCc2ccccc2)n1	-2	nt	13	-6	0	-0.4	3	14	1	0.6
CC(=O)NC(c1ccc(C)cc1)c1cc([N+](=O)[O-])c2cccnc2c1O (stereo not given)	77	0.2	-5	-3	10	0.3	-9	11	0	221*
CN(C)S(=O)(=O)Oc1cccc(C(=O)Nc2cccc(Cl)c2)c1	-28	nt	-3	1	-14	2.1	1	8	6	-0.2
COC(=O)c1ccc(N=NN2CCCCCC2)cc1	-11	0.2	3	-4	-3	-0.6	-9	-6	-3	0.5
CCCNC(=O)C1(C)CCCN(Cc2ccc(C)cc2)C1 (stereo not given)	nt	0.1	3	nt	nt	0.3	nt	nt	-4	nt
CN(C)c1ccc(C(=O)OCC(=O)NCCC2=CCCCC2)cc1	4	0.8	13	3	-3	-0.4	3	26	-3	1.2
COc1ccccc1C(=O)Nc1ccc(Br)cc1C	-29	0.4	4	-2	-10	-0.1	4	13	15	2.5
CC(=O)NC(c1ccc(C(C)C)cc1)c1c(O)ccc2ccccc12 (stereo not given)	-1	0.6	-9	nt	-6	0.6	10	nt	29	nt
Cc1cccc(N2C(=O)NC(=O)/C(=C\c3ccc(N4CCOCC4)cc3)C2=O)c1	-10	-1.9	-4	4	-5	-0.7	-20	-18	-8	0.9
CCCCc1cc(-c2n[nH]c(=S)o2)c2ccccc2n1	4	0.3	2	-5	1	1.2	8	36	-4	-0.5
CC(=O)Nc1ccc(NC(=O)C(C)Sc2n[nH]c(-c3cccs3)n2)cc1 (stereo not given)	-7	-9.6	7	nt	2	-0.5	5	nt	nt	-0.8
O=C(CCN1CCCCC1)NCC(=O)Nc1ccc(Br)cc1C(=O)c1ccccc1	-15	nt	-1	-2	3	i	13	19	1	-0.2
CN(C(=O)c1ccco1)c1nc(-c2ccccc2)cs1	-8	-0.1	15	4	-11	-0.5	-6	9	18	1.0
O=C(/C=C/c1ccc(Cl)cc1)Nc1ccc(CN2CCOCC2)cc1	-5	0.8	4	-9	7	-0.6	3	21	-2	0.5
COc1ccc(-n2ccnc2)cc1	-9	1.2	1	2	-5	3.2	-5	26	-5	-0.4

Reformatted bar-delimited: part of the list above.
canonical_smiles | PriA SSB inh | TcdB inh | Y pestis TopoI | SARS 3CLpro inh | Rv3671c protease | BH1578 lux ind | MazEF act | DUSP3 inh | Anthrax LF inh2 | PfHsp40 yeast
CCCNC(=O)C1(C)CCCN(Cc2ccc(C)cc2)C1 (stereo not given) | nt | 0.1 | 3 | nt | nt | 0.3 | nt | nt | -4 | nt
CCCCc1cc(-c2n[nH]c(=S)o2)c2ccccc2n1 | 4 | 0.3 | 2 | -5 | 1 | 1.2 | 8 | 36 | -4 | -0.5
CN(C)C(CNC(=O)CCC(=O)c1ccc(Br)cc1)c1ccccc1 (stereo not given) | -9 | -1.2 | 9 | 2 | 1 | i | 1 | -10 | -10 | 0.2

Later entries.
SMILES	PriA SSB inh	TcdB inh	Y pestis TopoI	SARS 3CLpro inh	Rv3671c protease	BH1578 lux ind	MazEF act	DUSP3 inh	Anthrax LF inh2	PfHsp40 yeast
CN(C)C(CNC(=O)c1ccc(NS(=O)(=O)c2ccc3[nH]c(=O)[nH]c3c2)cc1)c1ccccc1 (stereo not given)	0	1.1	-1	nt	2	-4.2	2	nt	0	-0.5
S=c1[nH]nc(C2CCCCC2)o1	-20	9.7	3	2	7	-0.2	5	1	-4	-1.4
Cc1cc(C)cc(OCC(=O)Nc2cc(NC(=O)COc3cc(C)cc(C)c3)cc(C(=O)O)c2)c1	-4	0.8	42	9	-20	-0.8	-11	0	3	-0.5
COc1ccccc1NC(=O)N(C)C[C@H]1OCc2cn(nn2)CCCC(=O)N([C@@H](C)CO)C[C@@H]1C	nt	1.3&0.0&-2.3	6	nt	nt	i	10	nt	-11	nt
Nc1cccc2cc(-c3ccccc3)oc12	3	-0.2	-8	nt	10	-1.6	4	nt	3	0.8
COc1ccc(S(=O)(=O)Nc2ccc(N3CCOCC3)cc2)cc1[N+](=O)[O-]	-6	-5.2	-6	1	9	0.0	15	8	0	-1.2
Cc1cccn2c1nc(=S)n2C(=O)c1ccco1	5	nt	-7	0	-10	-6.0	-1	34	0	-0.5
COc1cc(C=O)ccc1OC(=O)c1ccc(C(C)C)cc1	-12	-1.5	1	2	-3	i	10	5	2	-1.4
CC(C)(C)c1ccc(S(=O)(=O)N2C=CC(C(F)(F)F)=NCC2)cc1	-13	nt	9	4	1	-14	2	5	-2	-0.8
CN(CC(=O)Nc1ccccc1Br)C(=O)CN1CCN(Cc2ccc(Cl)cc2)CC1	0	1.2	1	nt	-7	i	-3	nt	-2	-0.6
CS(=O)(=O)Nc1ccc(C2=NN(S(=O)(=O)c3ccc(F)cc3)C(c3ccco3)C2)cc1 (stereo not given)	-6	1.0	-10	-2	-8	i	8	24	12	0.8
NC(N)=NCCCC(NC(=O)c1ccccc1)C(=O)Nc1ccc([N+](=O)[O-])cc1 (stereo not given)	4	0.9	-29	nt	11	i	19	nt	1	-0.5
CCCN(CCC(=O)Nc1cc(OC)cc(OC)c1)CC1CC1	18	nt	-3	2	3	i	7	-11	-6	-1.3
O=C(/C=C/Nc1ccc(Oc2ccccc2)cc1)c1ccco1	-3	0.0	-4	-2	5	-0.5	-21	26	-2	1.3
Cc1c(Nc2nc3ccccc3nc2NS(=O)(=O)c2cccs2)c(=O)n(-c2ccccc2)n1C	1	nt	12	5	2	-0.3	3	27	-4	0.6
O=C(OCc1ccc(Br)cc1)c1cccc(S(=O)(=O)N2CCCC2)c1	-14	4.5	37	nt	-6	0.7	4	nt	-8	nt
O=C(O)c1ccccc1C(=O)c1ccc(Cl)cc1	-6	0.7	11	4	-4	i	-2	-3	-2	4.0
CC(=O)c1sc(NC(=O)C(C)(C)C)nc1C	-5	nt	-2	3	-13	-1.0	0	9	-6	-0.2
COc1cc(CNc2nc(C)c([N+](=O)[O-])c(C)c2C#N)cc(OC)c1OC	-6	1.6	27	3	-1	-0.3	11	-7	-2	0.6
CSc1nccc(-c2cc(Cl)sc2Cl)n1	-16	nt	8	1	-3	i	3	22	0	4.9
CCCN(CCO)C1CCN(CCc2ccccc2)CC1	-6	0.8	-8	-4	-6	-0.6	6	4	-13	-0.4
CCN(C(=O)COC(=O)/C=C/c1c(C)nn(-c2ccccc2)c1C)c1c(N)n(Cc2ccccc2)c(=O)[nH]c1=O	-1	0.4	-2	nt	nt	0.7	-4	nt	-7	0.7
COc1ccc(CC(=O)Nc2c(C(=O)N3CCN(c4ncccn4)CC3)oc3ccccc23)cc1OC	0	0.9	27	-4	5	5.3	7	-2	1	1.7
CCN1CC(C)(C)N(C(=O)c2ccccc2)CC1(C)C	-8	-3.8	5	nt	nt	i	2	nt	3	0.5
COc1ccc(Br)cc1CNC(=O)CN1C(=O)C(c2ccccc2)Oc2cccnc21 (stereo not given)	0	3.0	24	4	-5	i	-16	0	-3	-0.3
Cc1cccc(C(=O)OCc2cncs2)c1	-12	0.8	5	-2	-5	-4.2	2	1	-3	-0.1
CCOC(=O)c1c(-c2cccs2)csc1NC(=O)c1ccncc1	-1	nt	3	-1	-1	-0.7	10	5	4	0.9
COc1ccc(-c2csc(N(CCCN(C)C)C(=O)c3ccc(F)cc3)n2)cc1	-3	2.6	-8	-4	-3	-2.3	11	-46	4	-0.1
CCC(Sc1ccc2nnc(CCNS(=O)(=O)c3ccc(OC)cc3)n2n1)C(=O)OC (stereo not given)	-11	-0.5	12	6	-7	1.6	-2	6	-2	0.8
COCCNc1nc2cc(-c3ccccc3OC)sc2c(=O)n1C	nt	1.1	31	nt	nt	-0.8	nt	nt	-7	nt
CCOc1cccc(C(=O)NC(c2ccccc2)C(C)C)c1 (stereo not given)	-11	2.4	13	3	0	-0.3	-8	17	0	-1.2
COc1cc2oc(=O)ccc2c(OC)c1CC(O)C(C)(C)O (stereo not given)	-9	1.7	1	nt	6	i	-1	7	-3	-1.2
CN(C(=O)COc1ccc2c(-c3ccccc3)cc(=O)oc2c1)C1CCS(=O)(=O)C1 (stereo not given)	-15	4.0	11	-7	-5	-0.4	4	24	-2	0.4
COc1ccc(OC)c(/C=C/C(=O)c2ccc(Cl)cc2)c1	3	nt	4	4	-9	i	-20	-15	12	-0.2
CCCNC(=O)c1c(NC(=O)C2COc3ccccc3O2)sc2c1CCCC2 (stereo not given)	-1	nt	-8	-4	-2	nt	-30	27	-1	-0.2
COc1ccc(C(=O)N/C(=C\c2ccccc2)C(=O)Nc2ccc(C(=O)NCC(=O)O)cc2)cc1	0	-1.4	2	0	-8	i	-3	-2	-1	-1.3
CC1(C)CN(C2CCCCC2)C(=O)[C@H]1CC(=O)Nc1ccccc1	nt	2.2	20	nt	nt	1.1	8	nt	-6	nt
c1ccc2c(OCCCCN3CCOCC3)cccc2c1	-4	0.4	2	0	4	0.4	2	1	0	1.0
CCc1nccn1CCC(=O)N1CCCC(Nc2ccc(C(C)C)cc2)C1 (stereo not given)	24	1.2	3	2	-4	i	8	22	nt	2.4
COc1ccccc1Nc1nc(-c2sc(NC(=O)c3ccco3)nc2C)cs1	-3	0.3	-10	3	-1	-0.3	2	34	0	-1.2
Cc1ccc(NS(=O)(=O)c2c(C)[nH]c(=O)[nH]c2=O)c(C)c1	1	1.2	0	3	nt	0.6	14	-20	-1	1.0
COC(=O)C1CCN(C(=O)CN2C(=O)NC3(CCC(C)CC3)C2=O)CC1 (stereo not given)	-1	1.3	-1	nt	3	1.1	1	nt	-4	-0.1
Clc1ccc(/C=C\c2nccc3c2[nH]c2ccccc23)cc1	4	0.4	-2	4	nt	-0.2	20	-6	4	-0.5
CC1(O)CC(c2ccc(Cl)cc2)=NN1C(=O)c1ccc([N+](=O)[O-])cc1 (stereo not given)	2	2.2	14	0	4	-0.2	4	-11	-2	-1.1
CC(C)(CNC(=O)CC1C(=O)NCCN1Cc1cccc(F)c1F)N1CCOCC1 (stereo not given)	-7	-0.3	5	-1	6	-7.1	7	18	1	0.8
CC(Oc1ccc(Cl)cc1)C(=O)Nc1nccs1 (stereo not given)	-9	nt	-6	-1	4	i	9	8	-2	-0.8
COC(=O)c1ccccc1NC(=O)CSc1nc2ccsc2c(=O)n1CCCCC(=O)O	nt	0.6	3	nt	nt	i	-11	nt	-1	nt

Only part of the results is shown; the hit share may differ from the screen's.
